# BRCA1 expr act: increases BRCA1 expression. AID 624202. 1.1% of 380,000 active. MCF7-BRCA1-FFLuc reporter, luminescence, 48 h; response scale: scaled: vehicle 0%, 10 µM genistein 100%. Potency, µM (doses to about 46.1 µM), inactives show at the highest dose activation, actives largely listed as activators; active = well fitted activation curve with a large enough effect; inconclusive = small, poorly fitted or top-dose-only effect; inactive = no such curve, though single readings can be large or run the other way; note: nearly all actives have a fitted effect of over 80% in size; some results filed as inactive show a strong effect at the top dose
#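 Luminescence from a BRCA1-driven firefly luciferase in MCF7 cells was read after 48 h compound exposure at 37 C. Data normalized against DMSO and a 10microM genistein activation control, then curve-fitted across the titration.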
# uPA surface inh: cell surface uPA generation inhibition; 0.31% of 330,000 active; AID 540303; Potency, µM (top dose mostly 38.3 µM), inactives show at the top dose activity change, negative = inhibition, actives largely listed as inhibitors; cell surface uPA generation assay, qHTS; active = well fitted inhibition curve with a large enough effect; inconclusive = small, poorly fitted or top-dose-only effect; inactive = no such curve, though single readings can be large or run the other way; tested in mouse RAW 264.7 cells; note: % is set by controls: 0 for no effect and ±100 for the full control effect; nearly all actives have a fitted effect of over 55% in size
# An asterisk follows results filed as active; ? = inconclusive; [ ] = another dose, or the depositor's remark. Potency is the fitted concentration of half-maximal effect. Not all compounds are listed, so the mix of outcomes need not match the whole.
SMILES,BRCA1 expr act,uPA surface inh
CCC(C)CNC(=O)c1cccc(OC2CCN(CC(C)(C)C)CC2)c1 (configuration not stated),-5.7%,0.6%
Cc1cccc(-c2ccc3c(c2)C2CC3CCN2C(=O)OCc2ccccc2)c1 (configuration not stated),10.1%,27.5%
O=C(NC1(C(F)(F)F)NC(=O)N(Cc2ccccc2)C1=O)c1cccs1 (configuration not stated),-0.9%,4.3%
CCOC(=O)CC1=NN(c2ccccc2)C(=O)C1=c1sc(=C2SC(C)=C(C)N2CC)c(=O)n1CC,-6.5%,0.0%
O=S(=O)(O)c1ccc(O)c2cc(Nc3ccccc3)ccc12,-17.1%,-0.5%
Cc1ccc(S(=O)(=O)NC2(C(=O)O)CCCC2)cc1,-17.0%,7.2%
COc1ccc2nc3cc(Cl)ccc3c(Nc3ccc(O)c(CN4CCN(C)CC4)c3)c2c1,-85.2%[inhibitor],-11.1%
O=C1[C@H](Cc2ccccc2)NCCCC[C@@H](c2ccc(Cl)cc2)N1Cc1ccccc1,-30.5%,16.0%
C=C1C(=O)OC2CC1C(O)CC(C)=CCCC(C)=CC(O)CC2C (configuration not stated),-99.3%[inhibitor],-16.2%
COc1ccccc1C=CC(=O)C=Cc1ccccc1OC,-84.3%,-10.9%
COc1cc(C2C(C(=O)c3cccs3)=C(O)C(=O)N2CCN2CCOCC2)ccc1OCCC(C)C (configuration not stated),-7.2%,8.4%
COc1ccc(Cl)c(CNC[C@H]2O[C@@H](n3cnc(C(N)=O)n3)[C@H](O)[C@@H]2O)c1,?,1.2%
O=C(NC1CC1)C1Nc2ccc(OC(F)(F)F)cc2C2C=CCC12 (configuration not stated),-8.1%,-11.8%
CSc1nsc(NC(=O)Nc2ccccc2)n1,51.3%,?
Nc1nc(Cl)cc(=O)n1Cc1ccc(Cl)cc1,-5.6%,1.8%
CC(=NN(Cc1ccccc1)c1ccccc1)c1ccccc1,3.4%,1.6%
Cc1cc(CNCCN(C)C)c(C)n1-c1cc(S(=O)(=O)N2CCOCC2)ccc1N1CCCC1,-10.3%,2.7%
CCOC(=O)c1ccc(NC(=S)Nc2ccc(Br)cc2N)cc1,5.0%,?
CC(C)(C)[C@H]1C=C(C(=O)NCc2ccccc2)O[C@@H](OCCCCO)C1,2.1%,1.7%
O=C(/C=C/c1ccco1)c1cccc([N+](=O)[O-])c1,-3.6%,-2.1%
Cc1c(C(=O)NNC(=O)c2ccccc2O)oc2ccc(Br)cc12,-35.5%,-1.6%
CCOC(=O)c1c[nH]c2c([N+](=O)[O-])cc(OC)cc2c1=O,-45.0%,1.8%
COc1ccc(OC)c(NC(=O)Nc2ccc3[nH]ccc3c2)c1,-4.5%,5.6%
NC(=S)NN=C1CCCCC12CCCC2,-4.7%,0.3%
CCC1S/C(=N/S(=O)(=O)c2ccc(N)cc2)NC1=O (configuration not stated),8.4%,-4.3%
# Other results follow:
SMILES,BRCA1 expr act,uPA surface inh
CNc1nc(N/N=C/c2cc([N+](=O)[O-])ccc2F)nc(Nc2ccccc2)n1,-35.2%,-14.7%
COc1ccc(CCN2CC(C(=O)OCC(=O)N(C)CC(=O)Nc3ccccc3Cl)CC2=O)cc1OC (configuration not stated),7.7%,-12.9%
COc1ccc(C(=O)C2CCCN(C(=O)c3ccc(OC)o3)C2)c(C)c1 (configuration not stated),-13.0%,-2.1%
O=C(CCS(=O)(=O)c1ccc(Cl)cc1)Nc1cccc(S(=O)(=O)N2CCCCCC2)c1,-26.1%,-9.2%
CCC1(O)CCCC2C3CCC4CC(=O)CCC4(C)C3C(=O)CC21C (configuration not stated),-24.3%,-6.0%
CCCc1nc2c(s1)CCc1onc(-c3ccc(OC)cc3)c1-2,-42.2%,4.3%
O=C(CN1C(=O)NC2(CCCC2)C1=O)N1CCN(c2ccc(C(F)(F)F)cc2[N+](=O)[O-])CC1,-4.7%,7.2%
Cn1nc(C(=O)O)c(=O)n(C)c1=O,-5.4%,1.6%
Cc1cc2ncn(C3CC(O)C(CO)O3)c2cc1C (configuration not stated),-4.0%,2.8%
Cc1cc(O)ccc1NC(=O)Cc1cccc2ccccc12,-11.9%,13.0%
C=C1CCN([C@@H](Cc2ccccc2)C(=O)NCc2ccc(Cl)cc2)S(=O)(=O)c2ccccc21,-57.3%,4.2%
O=C(c1cccs1)c1sccc1Cc1ccccc1,32.8%,-1.1%
CC(C)(C)SCCNC(=O)CSc1ccccc1,91.3%,-2.7%
CN(C(=O)c1cccc(NC(=O)Cc2ccc(NC(=O)C3CCCN(C(=O)C4CC4)C3)cc2)c1)C1CCCC1 (configuration not stated),0.0%,3.9%
O=C(c1cc2cc3ccc(Cl)cc3nc2o1)N1CCN(Cc2ccc3c(c2)OCO3)CC1,1.0%,5.4%
N#Cc1c(-c2ccc(F)cc2)c(-c2ccc(F)cc2)nn(CCO)c1=O,-53.6%,-17.2%
COc1cc(C(=O)O)c2c(c1C)OC(=O)c1c(C)cc(O)c(C=O)c1O2,-11.8%,10.9%
COc1ccc(NS(=O)(=O)c2cc(NC(=O)C(CC(C)C)NC(N)=O)ccc2N2CCOCC2)cc1 (configuration not stated),-12.6%,3.2%
COc1cccc(CN(C)C(=O)c2ccc(NC(=O)CC3SC(N4CCCCC4)=NC3=O)cc2)c1OC (configuration not stated),1.9%,-7.4%
Cc1cn(CC(=O)NCc2ccc(N(C)C)cc2)c(=O)[nH]c1=O,14.1%,8.3%
CC(C)COc1cccc(C(=O)Nc2cc(S(=O)(=O)N3CCOCC3)ccc2N2CCCC2)c1,-42.4%,-6.6%
COc1ccc(C2=NOC(C3(S(=O)(=O)c4ccccc4)CC(O)C3)C2)cc1 (configuration not stated),-9.0%,-14.6%
CCN(CC)c1ccc(C(=C2C=CC(=[N+](CC)CC)C=C2)c2ccc(N(CC)CC)cc2)cc1,-81.8%,?
COc1ccc(-c2nc3c(C(=O)NCCN(C)C)cccc3c3ccccc23)cc1,-60.1%,-6.8%
Nc1cc2c(cc1Br)[nH]c(=O)c1ccccc12,-91.5%,-6.3%
# New compounds follow
SMILES,BRCA1 expr act,uPA surface inh
O=C(O)C(=Cc1cccc([N+](=O)[O-])c1)c1ccc(Cl)cc1,-15.5%,0.2%
c1ccc(-c2ncnc3ccccc23)cc1,-3.8%,-0.5%
O=C(N/N=C/c1ccccc1)c1ccc(N2CCCC2=O)cc1,15.2%,-11.5%
CC12CCC(C(N)C1=O)C2(C)C (configuration not stated),-3.8%,-5.7%
CC1NC(C)c2c(ccc3ccccc23)O1 (configuration not stated),-12.8%,-4.2%
COc1ccc2c(CC(=O)OCC(=O)N(C)c3c(N)n(Cc4ccccc4)c(=O)[nH]c3=O)coc2c1,-15.2%,-0.7%
CCOc1ccc2ccccc2c1/C=N/NC(=O)c1c(C)cc(C)[nH]c1=O,40.1%,-1.2%
Fc1ccc(-c2nnc(-n3nnc4ccccc43)c3ccccc23)cc1,-1.3%,1.6%
CCCCOC(=O)C1C2CCC(O2)C1C(=O)OCC (configuration not stated),-1.2%,1.2%
Cc1c(NS(=O)(=O)c2cccc(C(=O)OCC(=O)c3ccc(Cl)cc3)c2)c(=O)n(-c2ccccc2)n1C,-11.0%,-5.2%
COc1ccc(C#Cc2c(-c3ccsc3)oc3ccc(N4CCOCC4)cc23)cc1,31.5%,?
COC(=O)/C(=C\c1ccc([N+](=O)[O-])cc1)NC(=O)c1ccccc1,2.3%,-0.5%
O=C(NCCc1ccccc1)c1ccc(NC(=O)C2CCCCC2)cc1,70.5%,-0.2%
CCOC1CCCC(n2cnc3c(=S)nc[nH]c32)O1 (configuration not stated),-17.5%,0.4%
COc1ccc(OC)c(CN2CCN(C(=O)c3cc(S(=O)(=O)N4CCOCC4)ccc3C)CC2)c1,-15.9%,4.4%
COc1cccc(C2=CC(=O)CC(C)(C)C2)n1,0.1%,2.0%
CCOc1ccc(NC(=S)NS(=O)(=O)c2cc(Br)ccc2OCC)cc1,-15.6%,-29.6%
COc1ccccc1NC(=O)c1cc(N)cc(C(=O)Nc2ccccc2OC)c1,-22.0%,-1.4%
COc1ccccc1NC(=S)NC(=O)Cc1ccccc1,0.0%,2.1%
C=C(CN(C)C)C(=O)c1cc(C)ccc1C,-99.5%[inhibitor],16.5%
CCOC=C1C(=O)N(C(C)=O)c2cc(OC)c(OC)cc21,4.2%,4.8%
C=CCn1c(SCCN2C(=O)c3ccccc3C2=O)nc2scc(-c3ccc(F)cc3)c2c1=O,-2.9%,12.5%
O=C(NCC1CCCO1)c1ccc(NC(=O)c2cccc(Cl)c2)cc1 (configuration not stated),-3.6%,6.8%
COC(=O)[C@@H](Cc1ccccc1)NS(=O)(=O)N[C@H](Cc1ccccc1)C(=O)OC,-10.0%,0.1%
Cc1cccc(C=NOCCc2ccccc2)n1,10µM*,-2.5%

# Compounds above containing an aryl thioether with sulfur outside any ring, in the order listed:
SMILES,BRCA1 expr act,uPA surface inh
CSc1nsc(NC(=O)Nc2ccccc2)n1,51.3%,?
CC(C)(C)SCCNC(=O)CSc1ccccc1,91.3%,-2.7%
C=CCn1c(SCCN2C(=O)c3ccccc3C2=O)nc2scc(-c3ccc(F)cc3)c2c1=O,-2.9%,12.5%

# Record cards, as listed above.
# CCOc1ccc2ccccc2c1/C=N/NC(=O)c1c(C)cc(C)[nH]c1=O as listed: BRCA1 expr act = 40.1%; uPA surface inh = -1.2%
# CC12CCC(C(N)C1=O)C2(C)C (configuration not stated) as listed: BRCA1 expr act = -3.8%; uPA surface inh = -5.7%

# (continued)
SMILES,BRCA1 expr act,uPA surface inh
O=C(Nc1ccccc1C(=O)O)c1cccc(F)c1,7.0%,0.2%
Cn1c(=O)c2nc(SCCO)n(C)c2n(C)c1=O,-8.0%,1.6%
S=C(Cc1ccccc1)N1CCOCC1,-0.7%,21.4%
O=C1Nc2ccc(Br)cc2/C1=N\N=C\C1=C(N2CCOCC2)C(=C/c2ccccc2)/CC1,-43.6%,4.4%
Cc1c(Cl)cccc1NC(=S)NC(=O)c1cncc(Br)c1,12.0%,-1.1%
O=C1[C@H](Cc2ccccc2)NCCCC[C@@H](c2ccc(Cl)cc2)N1Cc1ccc(Cl)cc1,-47.7%,-9.8%
Cc1ccccc1Sc1ncccc1[N+](=O)[O-],-6.9%,1.2%
CC(=O)C1CCC2C3CC(C)=C4CC(O)CCC4(C)C3CCC12C (configuration not stated),-17.9%,-5.0%
CN(c1ccccc1C(=O)Nc1ccc2ccccc2c1)S(C)(=O)=O,-11.2%,-4.2%
O=C(Cc1ccccc1)N(c1ccccc1)c1ccccc1,-6.0%,1.9%
O=C1CCc2cc(Br)ccc2O1,30.8%,0.4%
CC(=O)O[C@@H](C[C@@H](C)C1=C2C[C@H](O)C3[C@@]4(C)CCC(=O)C(C)(C)C4CC[C@]3(C)[C@@]2(C)CC1)[C@H]1OC1(C)C (some centres not stated),-34.0%,?
COc1c(F)cc2[nH]c3c(c2c1F)CCNC3=O,0.0%,-9.6%
COc1ccc([C@H]2/C=C\CN(S(C)(=O)=O)[C@@H](C)C(=O)N2Cc2ccc(F)cc2)cc1,-18.1%,-4.9%
COc1c(O)cccc1[C@H](O)C1CCN(CCc2ccc(F)cc2)CC1,-9.6%,-7.0%
CC(=O)NCCc1c[nH]c2ccc(OCc3ccccc3)cc12,-12.2%,-16.4%
COc1cc(/C=C(\C(=O)O)c2ccc(S(=O)(=O)N3CCCC3)s2)ccc1OCCC(C)C,-1.6%,-8.8%
CC(C)c1ccccc1OCCCCN1CCCCC1,12.6%,-0.5%
Cc1c2cc[n+](CCN3CCCCC3)cc2c(C)c2c1[nH]c1ccc(O)cc12,-37.2%,-9.9%
COc1ccc([C@@H]2Sc3ccccc3NC(=O)[C@@H]2O)cc1,-46.3%,?
O=C(NN=Cc1ccccc1Cl)c1ccc([N+](=O)[O-])cc1,3.9%,-2.2%
COc1cc2c(cc1OC)C(C(=O)NC1CC1)C1c3ccccc3CCN1C2=O (configuration not stated),-12.8%,-2.3%
O=C1NC2c3c(I)sc(I)c3C(=O)C2O1 (configuration not stated),-34.8%,-12.0%
CCNc1ncnc2c1cnn2C1CCCCO1 (configuration not stated),30.1%,-5.4%
Cc1ccccc1S(=O)(=O)N1C[C@H]2CON(C)[C@H]2C[C@H]1c1cccc(Oc2ccccc2)c1,-30.8%,0.3%
# (more compounds)
SMILES,BRCA1 expr act,uPA surface inh
O=C(c1ccccc1)C1CC=CCC1C(=O)c1ccccc1 (configuration not stated),0.1%,0.5%
COc1cc(/C=C/c2onc(C)c2[N+](=O)[O-])cc(OC)c1OC,-30.6%,-2.6%
Cc1cccc(C)c1NC(=O)c1cccc(C(=O)Nc2c(C)cccc2C)n1,-25.3%,8.5%
N#Cc1ccc(NC2c3ccccc3CC2O)cc1 (configuration not stated),-47.4%,-0.3%
CCOC(=O)C[C@H]1c2cc(F)ccc2S(=O)(=O)N1Cc1ccc(OC)cc1,7.3%,-0.4%
Cc1noc(NS(=O)(=O)c2ccc(NC(=O)C(F)(F)C(F)(F)C(F)(F)F)cc2)c1C,1.2%,-1.9%

# Reprinted at random: 5 records from the list.
SMILES,BRCA1 expr act,uPA surface inh
CSc1nsc(NC(=O)Nc2ccccc2)n1,51.3%,?
COc1cc(/C=C(\C(=O)O)c2ccc(S(=O)(=O)N3CCCC3)s2)ccc1OCCC(C)C,-1.6%,-8.8%
CC(C)(C)SCCNC(=O)CSc1ccccc1,91.3%,-2.7%
CCOc1ccc(NC(=S)NS(=O)(=O)c2cc(Br)ccc2OCC)cc1,-15.6%,-29.6%
O=C(c1cccs1)c1sccc1Cc1ccccc1,32.8%,-1.1%

# High-throughput results from PubChem BioAssay.
